# Bioassay records (PubChem)
# Tau FP inhib – qHTS for Inhibitors of Tau Fibril Formation, Fluorescence Polarization; Microtubule-associated protein tau (Homo sapiens), P10636; K18 P301L tau heparin fibrillization, Alexa594 FP, 6 h; Potency, µM (titrated, usually from 57.7 µM), for the others: top-dose activity, negative = inhibition, actives largely listed as inhibitors; 280,000 tested, 0.39% active; AID 1468, 2008; further: nearly all actives have a fitted effect of over 55% in size
# Target sequence (P10636 561-689 P618L limits assumed): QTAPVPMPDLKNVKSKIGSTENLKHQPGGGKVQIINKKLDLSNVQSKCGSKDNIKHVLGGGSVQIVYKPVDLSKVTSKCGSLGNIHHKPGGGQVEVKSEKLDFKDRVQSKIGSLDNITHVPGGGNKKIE
#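 Steps: dispense K18 P301L tau (15 uM plus 0.24 uM Alexa 594 tracer, final) in pH 7 sodium acetate; add compound; add heparin (20 uM final); incubate 6 hr, 37 C; add ThT (30 uM final); after 1 hr ambient, read FP.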
# Tau fibril ThT – qHTS for Inhibitors of Tau Fibril Formation, Thioflavin T Binding. Microtubule-associated protein tau (Homo sapiens), P10636. recombinant tau K18 P301L, heparin-induced fibrillization, ThT fluorescence. Potency, µM (titrated, usually from 57.4 µM), without a hit: top-dose activity, negative = inhibition, hits mostly inhibitors. 270,000 tested, 2.1% active. AID 1460, 2008; further: nearly all actives have a fitted effect of over 55% in size
#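 Heparin-induced fibrillization of the P301L-mutant K18 repeat-domain fragment of human tau was followed by ThT binding in quantitative high-throughput format.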
# Tau fluor counter – Counterscreen qHTS for Inhibitors of Tau Fibril Formation, Fluorescence Polarization | tau K18 P301L (four-repeat tau fragment) Alexa594 fluorescence, heparin fibrillization | Potency, µM (titrated, usually from 57.7 µM), for the others: at the top dose activity change, negative = decrease | 280,000 tested, 0.93% active | AID 1463, 2008; further: nearly all actives have a fitted effect of over 55% in size
#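 Human K18 P301L tau (15 uM unlabeled plus 0.24 uM Alexa 594-labeled, final) in 100 mM sodium acetate pH 7 was mixed with compound and 20 uM heparin and incubated 6 hr at 37 C.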
# Starred values were filed as active, the others as inactive; ? = inconclusive; [ ] = dose if it differs, or a comment. The call rests on the fitted dose curve; in most records, active means well fitted curve in the direction sought with a large enough effect; inconclusive means small, poorly fitted or top-dose-only effect, or another doubt; inactive means no such curve, though single readings can be large; an effect the other way counts as inactive or inconclusive. On the % scale 0 is the no-effect control and ±100 the full control effect; potency means the concentration at half of the fitted maximal effect. Not all compounds are listed; count on the stated rates, not on these rows.
SMILES,Tau FP inhib,Tau fibril ThT,Tau fluor counter
Cc1ccc(NC(=O)C2CCN(S(=O)(=O)c3cc(-c4noc(C)n4)ccc3C)CC2)c(C)c1,-5%,12%,-2%
Cc1ccccc1N(C)S(=O)(=O)c1nnc(NC(=O)c2ccco2)s1,-3%,?,?
COc1ccc(N2CCN(C(=O)c3cc4c(=O)n(Cc5ccccc5)ccc4nc3C)CC2)cc1,9%,-5%,-6%
CCOC(=O)c1cc(C)n(CC2CCC(C(=O)Nc3ccc(C)cc3)CC2)c1C (stereo not drawn),-1%,-3%,-13%
CCOc1ccc(NC(=O)CN2CCN(c3ccc(Cl)cc3)CC2)cc1,9%,-14%,-19%
CC1=C(C(=O)NCc2cccc(Cl)c2)C2(CCCCCC2)OC1=O,-5%,-12%,-24%
Cc1ccc(C)c(-n2nnc(-c3nc(-c4ccccc4C)no3)c2C)c1,-1%,2%,-10%
Cc1ccc(NC(=O)c2cccc(NC(=O)N3CCSc4ncccc43)c2)cc1F,?,?,0%
CN(C)S(=O)(=O)c1ccc2c(c1)N(CC(=O)N1CCC(C(N)=O)CC1)CCS2,2%,1%,-9%
COc1cccc(NC(=O)CN2C(=O)c3ccccc3Sc3ncccc32)c1,3%,0%,-8%
COc1ccc(N(Cc2cccs2)C(=O)COc2cc(C)c(Cl)c(C)c2)cc1,4%,-12%,-5%
Cc1ccc(-c2nc(C)c(CCNC(=O)C(=O)Nc3ccc4c(c3)OCO4)s2)cc1,-17%,?,-19%
O=c1c(NCc2cccs2)nccn1-c1ccccc1,-1%,0%,-5%
Cc1ccc2c(=O)cc(C(=O)Nc3sc4c(c3C(=O)NCc3cccnc3)CCCC4)oc2c1,-6%,?,-22%
CC1N=C2c3ccccc3N=C(SCC(=O)NCCc3ccccc3)N2C1=O (stereo not drawn),6%,3%,1%
N#Cc1nc(-c2ccc(COc3ccccc3)o2)oc1NCc1cccnc1,?,?,?
CCOc1cccc2sc(NC(=O)c3ccc(S(=O)(=O)N4CCc5ccccc54)cc3)nc12,?,14%,-10%
CCc1ccc2nc(N3CCN(C(=O)C4CC4)CC3)sc2c1,-16%,?,-5%
CCc1ccc(Nc2cc(C(=O)NCCCN(C)c3ccccc3)c3ccccc3n2)cc1,1%,-8%,?
CCOc1ccc(CNC(=O)C2CCCN(S(=O)(=O)c3ccc4c(ccn4C)c3)C2)cc1 (stereo not drawn),3%,12%,-3%
O=C(NCCc1csc(-c2cccc(F)c2)n1)c1cccs1,-5%,-6%,-7%
CCc1nnc(NC(=O)CSc2nc3c([nH]c4ccccc43)c(=O)n2-c2ccc(F)cc2)s1,-7%,0%,-13%
COc1ccc(Cl)cc1NC(=O)CSc1cn(CC(=O)N2CCCC2)c2ccccc12,0%,-5%,-18%
Cc1cccc(-n2ccnc2SCC(=O)Nc2nc3ccccc3s2)c1,-3%,4%,-20%
Cc1ccccc1CNC(=O)CCCn1c(=O)c2cccn2c2cccnc21,0%,-4%,-4%
# Following part:
SMILES,Tau FP inhib,Tau fibril ThT,Tau fluor counter
COc1ccc(C2C(=O)N(C3CCCCCC3)CC(=O)N2Cc2ccc(C)cc2)cc1 (stereo not drawn),4%,-5%,-6%
Cn1ccc2cc(S(=O)(=O)N3CCCC(C(=O)NCc4ccc(F)cc4)C3)ccc21 (stereo not drawn),0%,-1%,-16%
Cc1cccc(NC(=O)Cn2c(=O)nc(-c3ccccc3)c3ccccc32)c1C,2%,4%,7%
CC(=O)c1cccc(NC(=O)c2noc3c2CSc2ccccc2-3)c1,-1%,-13%,0%
COc1ccc(-c2cnc(C)o2)cc1S(=O)(=O)Nc1ccc(C)c(F)c1,1%,-15%,?
CCOc1ccccc1CNC(=O)c1ccc(Cn2c(=O)c3cccn3c3cccnc32)cc1,-14%,2%,-19%
CC1=C(C(=O)NCc2ccccc2F)C2(CCCCC2)OC1=O,-1%,-17%,-28%
Cc1c(C(=O)NCc2ccc(F)cc2)sc2nc(-c3ccc(F)cc3)cn12,?,10%,-8%
COc1ccc(Cc2c(C)nn(-c3nc(C)c(C(=O)Nc4ccc(C)cc4C)s3)c2C)cc1,2%,-10%,-3%
Cc1ccc(C)c(Cn2c(=O)n(Cc3ccco3)c(=O)c3oc4ccccc4c32)c1,-5%,8%,1%
CCOc1ccc(CNC(=O)c2ccc(-c3nc(CSc4ccc(C)cc4)c(C)o3)cc2)cc1,-3%,7%,2%
COc1ccc(Cn2c(=O)c3oc4ccccc4c3n(CC(=O)Nc3ccc(F)cc3F)c2=O)cc1,-17%,?,-8%
CCc1ccccc1Nc1nn2c(=O)c3ccc(C(=O)NCCC4=CCCCC4)cc3nc2s1,-16%,?,-28%
CCN(C(=O)CSc1nnc(-c2cc(OC)c(OC)c(OC)c2)o1)c1ccccc1,1%,?,-20%
COc1ccc(CCNC(=O)CCS(=O)(=O)c2ccc3c(c2)oc(=O)n3C)cc1OC,-11%,-8%,-10%
COc1ccc(NC(=O)CN2C(=O)C3(SCC(=O)N3c3cccc(OC)c3)c3ccccc32)cc1 (stereo not drawn),-10%,-8%,?
O=C1CSC2(C(=O)N(Cc3ccccc3F)c3ccccc32)N1c1ccc(F)cc1 (stereo not drawn),5%,-16%,-14%
CC(C)CCNC(=O)CSc1nc2ccccc2nc1Cc1ccc(Cl)cc1,0%,6%,10%
CC(C)OCCCNC(=O)CN1C(=O)c2cccnc2Sc2ccccc21,2%,1%,7%
CCCCOC(=O)c1ccc(NC(=O)CSc2nc3c(c(=O)[nH]2)CCCC3)cc1,-3%,-12%,-22%
Cc1cccc(NC(=O)C(=O)NCC(c2cccnc2)N2CCc3ccccc32)c1C (stereo not drawn),-2%,6%,2%
Cc1cc(=O)n(CC(=O)N2CCCCC2)c2c1c(C)nn2C,0%,-2%,-2%
CCc1ccccc1NC(=O)CSc1ncccc1C(=O)O,0%,-4%,-8%
Cc1ccc2onc(CNC(=O)NCc3cccc(Cl)c3)c2c1,1%,3%,-12%
O=C(Nc1cccc(Cl)c1)c1cc(S(=O)(=O)N2CCC3(CC2)OCCO3)ccc1F,-11%,-2%,-28%

# No new results follow: an excerpt of the list.
SMILES,Tau FP inhib,Tau fibril ThT,Tau fluor counter
CCc1ccccc1Nc1nn2c(=O)c3ccc(C(=O)NCCC4=CCCCC4)cc3nc2s1,-16%,?,-28%
CCN(C(=O)CSc1nnc(-c2cc(OC)c(OC)c(OC)c2)o1)c1ccccc1,1%,?,-20%
COc1ccc(CCNC(=O)CCS(=O)(=O)c2ccc3c(c2)oc(=O)n3C)cc1OC,-11%,-8%,-10%
COc1ccc(NC(=O)CN2C(=O)C3(SCC(=O)N3c3cccc(OC)c3)c3ccccc32)cc1 (stereo not drawn),-10%,-8%,?
O=C1CSC2(C(=O)N(Cc3ccccc3F)c3ccccc32)N1c1ccc(F)cc1 (stereo not drawn),5%,-16%,-14%
CC(C)CCNC(=O)CSc1nc2ccccc2nc1Cc1ccc(Cl)cc1,0%,6%,10%
CC(C)OCCCNC(=O)CN1C(=O)c2cccnc2Sc2ccccc21,2%,1%,7%
CCCCOC(=O)c1ccc(NC(=O)CSc2nc3c(c(=O)[nH]2)CCCC3)cc1,-3%,-12%,-22%
Cc1cccc(NC(=O)C(=O)NCC(c2cccnc2)N2CCc3ccccc32)c1C (stereo not drawn),-2%,6%,2%
Cc1cc(=O)n(CC(=O)N2CCCCC2)c2c1c(C)nn2C,0%,-2%,-2%
CCc1ccccc1NC(=O)CSc1ncccc1C(=O)O,0%,-4%,-8%
Cc1ccc2onc(CNC(=O)NCc3cccc(Cl)c3)c2c1,1%,3%,-12%
O=C(Nc1cccc(Cl)c1)c1cc(S(=O)(=O)N2CCC3(CC2)OCCO3)ccc1F,-11%,-2%,-28%

# Going on with the list.
SMILES,Tau FP inhib,Tau fibril ThT,Tau fluor counter
CCSc1nn(CC(=O)Nc2cccc(CC)c2)c(N)c1S(=O)(=O)c1ccccc1,?,-7%,18µM*[quencher]
CCOC(=O)c1c(C)[nH]c(CCC(=O)NCc2ccc(OC)cc2OC)c1C,-2%,-2%,0%
Fc1ccc(CN2CCc3nc(N4CCN(c5ccccc5F)CC4)ncc3C2)c(F)c1,-4%,-2%,7%
CCc1ccc(CNC(=O)CN2C(=O)CSc3ccc(S(=O)(=O)N4CCOCC4)cc32)cc1,-13%,-4%,?
Cc1ccc(-n2ncc(C(=O)N(C)Cc3ccccc3)c2-n2cccc2)cc1,6%,-14%,-3%
CCc1ccc(NC(=O)Cn2c(=O)ccc3cc(S(=O)(=O)N4CCCC4)ccc32)cc1,?,5%,-7%
CCOc1cccc(C(=O)Nc2nnc(S(=O)(=O)N(C)c3ccc(C)cc3)s2)c1,9%,-10%,-12%
CCCCn1cc(S(=O)(=O)c2ccc(C)c(C)c2)c(=O)c2cc(F)c(N3CCN(C)CC3)cc21,3%,2%,3%
COC(=O)c1sccc1S(=O)(=O)N1CCN(c2ccc(Cl)cc2)CC1,-9%,?,?
CCCC(C(=O)NCc1cccc(Cl)c1)N1Cc2ccccc2C1=O (stereo not drawn),8%,-1%,-8%
CCSc1nc(-c2ccccc2OC)nc2c1Cc1c(CO)cnc(C)c1O2,0%,1%,4%
CCCn1cc(S(=O)(=O)c2ccc(C)c(C)c2)c(=O)c2cc(F)c(N3CCCCC3)cc21,5%,-1%,8%
COc1ccc(Cn2ccnc2SCC(=O)Nc2ccc(C)cc2C)cc1,9%,-8%,-7%
CCCCN(CC)CCNC(=O)Cn1c(=O)c2cccn2c2cccnc21,1%,-2%,1%
COc1ccc2c(c1)c1c(c(=O)n(-c3ccc(F)c(Cl)c3)c(=O)n1Cc1ccccc1F)n2C,-13%,6%,1%
CCCCOc1ccc(C(=O)N2CCN(CCc3ccncc3)CC2)cc1,-9%,1%,1%
Cn1ncc2c(NCc3ccc(Cl)cc3)ncnc21,-6%,0%,-7%
Cc1ccc(C)c(CSc2c(C(C)C)cnc3c2c(=O)n(C)c(=O)n3C)c1,-2%,-13%,-4%
Cc1ccccc1OCC(=O)Nc1ccc(C(=O)OCc2cc(=O)n3c(C)csc3n2)cc1,-11%,4%,-12%
Cc1cc(C)c(NC(=O)CN2c3ccccc3S(=O)(=O)c3ccccc32)c(C)c1,-14%,-8%,-16%
CCc1nc(SCc2cc(=O)c3cc(F)ccc3[nH]2)n[nH]1,-2%,-3%,-1%
Cc1ccn2cc(CNC(=O)c3cccc(C(F)(F)F)c3)nc2c1,-8%,-3%,-9%
CCOc1ccc(NS(=O)(=O)c2ccc3[nH]cc(C(=O)N(C)Cc4ccccc4)c(=O)c3c2)cc1,-2%,-9%,-18%
Cc1ccc(OCC(=O)NCC2(N3CCN(C)CC3)CCCCC2)cc1,-1%,-10%,-10%
CC(CNC(=O)CCCn1c(=O)c2cccn2c2ccc(F)cc21)c1ccccc1 (stereo not drawn),-8%,-3%,-19%
# (list continues)
SMILES,Tau FP inhib,Tau fibril ThT,Tau fluor counter
Cc1cccc(C(=O)OCc2cc(=O)n3ccsc3n2)c1,-8%,-2%,-7%
COc1cc(CN(C(=O)COc2ccccc2Cl)c2ccccn2)cc(OC)c1OC,1%,?,-19%
CCc1ccc(NC(=O)CN2C(=O)c3ccccc3Sc3ccc(C(=O)N4CCCC4)cc32)cc1,-2%,-2%,-12%
COc1ccc(CC(=O)Nc2ccc(-c3nc4ccccc4s3)cc2Cl)cc1,?,7%,?
O=C(COc1ccc(Cl)cc1)NCC(c1cccs1)S(=O)(=O)c1ccc(F)cc1 (stereo not drawn),-8%,-11%,-24%
O=C(CCC(=O)N1CC2CCCN2c2ccccc21)NCc1ccccc1 (stereo not drawn),3%,-3%,-14%
Cc1ccc(N2CC(NC(=O)c3ccc(S(=O)(=O)N4CCOCC4)cc3)CC2=O)cc1C (stereo not drawn),-9%,-5%,-11%
Cc1cc(NC(=O)c2ccccc2F)ccc1-c1nc2ccccc2s1,-9%,?,-7%
O=C(NC1CCCCC1)c1ccc2c(c1)N(Cc1cccc(Cl)c1)C(=O)c1ccccc1S2(=O)=O,?,0%,-13%
CCC(C)Sc1c(C(C)C)cnc2c1c(=O)n(C)c(=O)n2C (stereo not drawn),-8%,-12%,-19%
Cc1ccc(-c2nn(-c3ccc(F)cc3F)c3c2cnc2c(F)cccc23)cc1,-13%,-6%,-9%
Cc1nc2ccccc2c(=O)n1-c1ccc(NC(=O)c2ccc([N+](=O)[O-])cc2)cc1,0%,-6%,-19%
